Screening data from PubChem.
M. tuberculosis GlmU – inhibition of mycobacterial GlmU enzyme – biochemical, glucosamine-1-phosphate acetyltransferase (AID 1376) | Bifunctional protein GlmU (Mycobacterium tuberculosis (strain ATCC 25618 / H37Rv)) | M. tuberculosis GlmU acetyltransferase enzyme assay; higher % means a stronger effect | inhibition, %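 (tested at 30 µM in the primary screen)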, or IC50 in µM where a hit was titrated | 0.25% of 220,000 active; in the data active means inhibition above about 13%;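 further: 0% = complete reaction with vehicle and 100% = reaction without substrate; strong numbers were not always called active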
RmlCD inh 1536 – M. tuberculosis RmlC/RmlD coupled enzyme inhibitors, primary screen, biochemical, compound mixtures, 384-well, from 1536-well plates; RmlC+RmlD coupled enzyme assay, percent inhibition; primary screen in compound mixtures; 0.03% of 160,000 active; inhibition, % at 3.6 µM; dTDP-4-dehydrorhamnose reductase (Mycobacterium tuberculosis (strain ATCC 25618 / H37Rv)) …; in the data active means inhibition mostly above about 34%, no sharp cut-off; further: some results filed as inactive read as strong as hits
Target sequence (P9WH09 whole entry, looked up): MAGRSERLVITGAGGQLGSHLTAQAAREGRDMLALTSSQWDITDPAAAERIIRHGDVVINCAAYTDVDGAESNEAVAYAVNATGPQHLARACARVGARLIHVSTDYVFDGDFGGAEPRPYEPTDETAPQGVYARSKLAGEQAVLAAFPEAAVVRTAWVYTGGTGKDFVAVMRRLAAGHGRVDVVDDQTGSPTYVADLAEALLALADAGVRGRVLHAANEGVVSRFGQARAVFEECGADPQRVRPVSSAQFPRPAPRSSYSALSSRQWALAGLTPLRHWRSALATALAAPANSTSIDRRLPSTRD
Target sequence (P9WH11 whole entry, looked up): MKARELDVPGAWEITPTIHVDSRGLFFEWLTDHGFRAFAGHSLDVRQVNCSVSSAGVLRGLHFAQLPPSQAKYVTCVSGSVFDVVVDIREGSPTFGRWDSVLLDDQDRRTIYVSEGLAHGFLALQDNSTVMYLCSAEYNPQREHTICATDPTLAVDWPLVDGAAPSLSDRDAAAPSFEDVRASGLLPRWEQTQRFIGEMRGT
* hit, by the source's call; / = no result given.

SMILES	M. tuberculosis GlmU	RmlCD inh 1536
Cc1cc(C)cc(NS(=O)(=O)c2ccc(NC(=S)NC(=O)c3cccs3)cc2)c1	0.6%	1
COc1ccc(CCNC(=O)c2ccc(-c3ccc([N+](=O)[O-])cc3)o2)cc1OC	8.2%	-6
COc1cccc(C(=O)N2N=C(c3ccccc3)CC2(O)C(F)(F)F)c1 (stereo unspecified)	2.4%	-6
CCOC(=O)C1C2c3ccccc3O[C@@]1(C)N=C1SCC(=O)N12 (stereo partly specified)	0.7%	11
O=C(CN1CCN(Cc2ccc3c(c2)OCO3)CC1)c1c[nH]c2ccccc12	4.4%	/
CC1=C(C(=O)Nc2ccccc2)S(=O)(=O)CCO1	-5.5%	-9
COc1ccc(-c2nnc(SCC(=O)NCc3cccs3)n2CC(C)C)cc1	-2.7%	-7
COc1ccccc1NC(=O)C1=C(C)Nc2nnnn2C1c1cccc(Br)c1 (stereo unspecified)	3.1%	/
Fc1cccc(Cc2noc(CN3CCCCC3c3ccccn3)n2)c1 (stereo unspecified)	-0.5%	3
CCOC(=O)c1ccc(-c2ccc(/C=N/NC(=O)CN(c3ccccc3Cl)S(C)(=O)=O)o2)cc1	-0.4%	5
CCCOC(=O)c1ccc(-c2c(C)noc2-c2ccc(OC)cc2O)o1	6.3%	15
CC1CCCC(C(=O)O)N1C(=O)CCSSCCC(=O)N1C(C)CCCC1C(=O)O (stereo unspecified)	0.8%	/
COc1cccc(-n2c(CCn3nc(C)c([N+](=O)[O-])c3C)n[nH]c2=S)c1	1.7%	/
C/C(=N\NC(=O)CNc1cccc(C(F)(F)F)c1)c1ccc(Br)cc1	-1.6%	-8
Cc1cc(C(F)(F)F)n2nc(-c3cnn(C)c3C(F)(F)F)c(Cl)c2n1	-0.8%	-1
COc1cccc(SCc2noc(C(=O)NCCN(C)C)c2C(=O)NCCN(C)C)c1	7.5%	/
CCn1c(N)nc2c1c(=O)n(C)c(=O)n2C	5.8%	/
CC(Cc1ccccc1)NC(=O)/C=C/c1ccc(Cl)cc1 (stereo unspecified)	-4.8%	-20
COc1cccc(-n2nc(C(=O)Nc3ccc4c(c3)OCO4)c3ccccc3c2=O)c1	0.3%	7
Nc1nc(-c2cccnc2)nn1C(=O)CCc1ccccc1	3.3%	/
COCCOC(=O)/C(=C/c1ccc(OC(=O)c2ccccc2)cc1)C(C)=O	2.2%	8
O=C(O)c1cccc(NC2=C(n3nnc4ccccc43)C(=O)c3ccccc3C2=O)c1	2.8%	6
O=[N+]([O-])c1cccnc1Oc1ccccc1F	-1.8%	16
CCOC(=O)C(C)N1C(=O)S/C(=C/c2cc(C)n(-c3ccccn3)c2C)C1=O (stereo unspecified)	3.3%	11
COc1ccc(CCN2C(=O)CCC2(C)C(=O)NCc2cccnc2)cc1OC (stereo unspecified)	1.9%	/
Cc1ccc(NC(=S)N/N=C2\CC3CC=CC23)c(C)c1 (stereo unspecified)	2.8%	-10
O=C(Cn1cncn1)N/N=C/c1ccncc1	-0.9%	-9
Cc1ccc(C2=NOC3(CC(=O)N(c4ccc(C)cc4)C3=O)C2)cc1 (stereo unspecified)	-0.2%	-13
CC(OC(=O)c1ccc(-c2ccc([N+](=O)[O-])cc2)o1)C(=O)NC(N)=O (stereo unspecified)	0.5%	-4
O=C(Cn1nnc(-c2ccccc2F)n1)Nc1cccc2ncccc12	0.9%	/
Nc1ccc(N2CCN(c3cccc(Cl)c3)CC2)cc1	3.8%	-8
CCOc1ccc2nc(NC(=O)C3CCCN(S(=O)(=O)c4c(C)noc4C)C3)sc2c1 (stereo unspecified)	-2.7%	/
O=C(NCCCn1ccnc1)c1ccc(Cl)cc1	1.3%	-7
COC(=O)/C=C(\C)NC(=O)c1ccccc1Cl	8.5%	/
CC(C)(C)n1nnnc1C(c1cccnc1)N1CCN(C(=O)c2ccco2)CC1 (stereo unspecified)	0.3%	-3
Cc1cc(C)c(NC(=S)NC(CO)(CO)CO)c(C)c1	-3.7%	7
COc1ccc(NC(C)=O)cc1NC(=O)c1ccc(Cl)cc1	4.5%	-15
CC1(C)Cc2cccc(OCC(O)CNCc3ccccn3)c2O1 (stereo unspecified)	-2.5%	-3
N#CCSc1nc2ccc(N3CCOCC3)cc2c(=O)n1CCc1ccccc1	2.6%	/
Cc1cc(C)n(-c2nc3sc4c(c3c3nnc(SCC(N)=O)n23)CC(C)(C)OC4)n1	-1.9%	-6
CN1CCc2c(C#N)c(N3CCCCC3)nc(N3CCOCC3)c2C1	-1.8%	/
COc1cc(Cn2c(N)c(C#N)c3nc4ccccc4nc32)cc(OC)c1	/	-6
O=C(O)CCc1ccc(-c2ccc(Br)cc2)n1CC(=O)O	1.0%	18
CCC(C(=O)N1CCN(c2ccccn2)CC1)n1nc(C)n2c(cc3occc32)c1=O (stereo unspecified)	0.1%	-6
O=C1Nc2ccccc2C12OCCCCO2	0.5%	/

Compound profiles, from the list above. Screens in order: M. tuberculosis GlmU, RmlCD inh 1536
`COc1ccc(NC(C)=O)cc1NC(=O)c1ccc(Cl)cc1` is listed as 4.5%, -15
`CCOc1ccc2nc(NC(=O)C3CCCN(S(=O)(=O)c4c(C)noc4C)C3)sc2c1` (stereo unspecified) is listed as -2.7%, /
`O=C1Nc2ccccc2C12OCCCCO2` is listed as 0.5%, /

3 of the compounds above, with values under each structure:
Every second line gives: M. tuberculosis GlmU | RmlCD inh 1536
O=C(NCCCn1ccnc1)c1ccc(Cl)cc1
    1.3% | -7
CCC(C(=O)N1CCN(c2ccccn2)CC1)n1nc(C)n2c(cc3occc32)c1=O (stereo unspecified)
    0.1% | -6
N#CCSc1nc2ccc(N3CCOCC3)cc2c(=O)n1CCc1ccccc1
    2.6% | /

More entries:
SMILES	M. tuberculosis GlmU	RmlCD inh 1536
c1ccc(-c2ccc(-c3csnn3)cc2)cc1	-4.6%	/
O=C(NC(=S)Nc1ccc2c(c1)OCCO2)c1cccc(Br)c1	-4.9%	1
O=C(Cc1ncc(C(F)(F)F)cc1Cl)Nc1ccc(F)cc1	0.3%	-2
CC1CCN(S(=O)(=O)c2ccc3[nH]cc(C(=O)NCCN4CCOCC4)c(=O)c3c2)CC1	/	4
CCOc1cc(S(=O)(=O)NCc2ccc3c(c2)OCO3)ccc1F	-7.9%	-9
CC(=O)c1ccc(OCC(O)Cn2nnc3ccccc32)cc1 (stereo unspecified)	-3.6%	/
COc1ccc(C2=CC(c3cc(OC)c(OC)c(OC)c3)NC(=S)N2)cc1 (stereo unspecified)	4.8%	/
Cc1ccc(C)c(N2CCN(C(=O)c3ccc(NS(=O)(=O)c4c(C)noc4C)cc3)CC2)c1	6.4%	0
COc1ccc(S(=O)(=O)Nc2ccc(S(=O)(=O)N(C)C)cc2)cc1[N+](=O)[O-]	-0.1%	4
COc1ccc(S(=O)(=O)Nc2ccc(Cl)cn2)c(C)c1C	1.5%	9
CC(C)(C)c1ccc(-c2csc(NNC3=NCCCCC3)n2)cc1	-2.5%	/
COC(=O)C(C)(C)ONC(=O)Nc1ccc(C)cc1	-2.6%	-4
FC(F)(F)c1nc(-c2cccs2)ncc1-c1nnnn1-c1ccc(Cl)cc1	3.4%	-7
NC(N)=NS(=O)(=O)c1ccc(NC(=S)NC(=O)/C=C/c2ccco2)cc1	6.8%	8
Cc1cccc(C)c1OCC(=O)N1CC2(C)CC1CC(C)(C)C2 (stereo unspecified)	-6.3%	-8
COc1ccc(-n2nnnc2SCC(=O)Nc2cc(OC)c([N+](=O)[O-])cc2C)cc1	-1.4%	/
CC(C)CC1(C(=O)NCCc2c[nH]c3ccccc23)C=CCN1C(=O)c1ccccc1 (stereo unspecified)	0.3%	/
O=C(NC1CCCCC1)NC1CCN(CC(=O)N2CCOCC2)CC1	3.0%	/
CCC(=O)N(CCO)Cc1cc2ccc(C)c(C)c2[nH]c1=O	7.5%	5
O=C(NCc1ccc(OC(F)(F)F)cc1)c1cc(-c2ccccc2)nn1CC1CC(c2cccnc2)=NO1 (stereo unspecified)	-3.1%	/
Cc1nnc(SCc2cc([N+](=O)[O-])cc3c2OCOC3)[nH]c1=O	-4.7%	/
c1coc(CNc2nc3nonc3nc2NCc2ccco2)c1	-4.3%	/
CCOC(=O)c1cc(NC(=O)N2CCOCC2)c(C)nc1C	3.8%	/
Cc1ccc(C(=O)CC(Nc2ccc(F)cc2)c2ccccc2)cc1 (stereo unspecified)	-3.7%	83
Cc1ccc(-c2nnc(SCC#N)n2N)cc1	9.7%	-3
O=C(NNC(=O)c1ccccc1Br)c1cccc(Cl)c1	0.0%	/
COc1cc(/C=N/NC(=O)c2cccnc2)ccc1OC(=O)c1ccc2c(c1)OCO2	1.4%	4
CCc1ccc2oc(-c3cccc(N)c3)nc2c1	-5.7%	8
O=C(Nc1ccc(N2CCN(Cc3ccccc3)CC2)cc1)c1cccnc1	7.4%	-6
CCN1C(=O)C2C(C1=O)N1C(c3ccccc3)C3C(=O)N(CC)C(=O)C3N1C2c1ccccc1 (stereo unspecified)	-0.6%	/
O=C(Cn1nnc(-c2ccc(CN3CCOCC3)cc2)n1)N(c1ccccc1)c1ccccc1	1.9%	/
COc1ccc([N+](=O)[O-])cc1NC(=O)Cc1noc2ccccc12	2.2%	-10
CCOc1ccccc1C1C(C(N)=O)=C(C)Nc2nc(-c3ccccc3Cl)nn21 (stereo unspecified)	2.2%	-8
Cc1ccnc(NC(=O)Nc2ccc(F)cc2)c1	4.8%	-3
COc1ccc(C(=O)Nc2ccc(-c3ccc(NC(=O)c4ccc(OC)cc4)c(OC)c3)cc2OC)cc1	3.3%	/
CSc1ccc(CN2CCN(CCC(C)C)C(CCO)C2)cc1 (stereo unspecified)	-2.4%	/
COc1ccc2nc(NC(=O)CCN3C(=S)NC(C)(C)CC3C)sc2c1 (stereo unspecified)	-3.0%	4
CCC(=O)Nc1nc(-c2ccc3c(c2)CC(C)N3S(C)(=O)=O)cs1 (stereo unspecified)	-1.3%	6
Cc1ccccc1OCc1nnc(SCC(=O)Nc2ccc3c(c2)oc2ccccc23)n1C	-1.2%	16
CCOC(=O)C1=C(C)NC(=O)NC1c1ccc(-c2ccc(Cl)cc2)o1 (stereo unspecified)	-0.2%	-10
CCCN(CCC)c1ccc(/C=C/c2ccc3cc(OCC)ccc3n2)cc1	3.1%	/
Cc1ccc(C)c2c(N)c3c(nc12)CCCCC3 (tested in a mixture with another compound)	-0.1%	-9
Cc1sc(N/N=C/c2ccco2)nc1-c1ccccc1	-8.7%	65
COc1ccc(CNC(=O)C(=O)NC2CC(C)(C)NC(C)(C)C2)cc1	4.2%	-7
CN1CCN(c2nc(C(N)=O)cc(-c3ccccc3)n2)CC1	0.6%	/
Cc1nc(SCC(=O)NCc2ccco2)c2c3c(sc2n1)CCCC3	7.3%	/
O=c1nc(-c2ccccc2)cc(-c2ccccc2)[nH]1	1.1%	-14
Cc1nn(-c2ccccc2)c(Cl)c1C(=O)OC(C)C(=O)Nc1ccc2c(c1)OCO2 (stereo unspecified)	2.6%	11
O=C(Nc1nnc(-c2cccnc2)o1)c1cccc([N+](=O)[O-])c1	0.9%	/
O=c1cc(O)sc2ccccc12	4.4%	2
CCC(=O)c1c(OCc2ccccc2)ccc2c(C)cc(=O)oc12	-11%	0
Cc1cc(C)n(Cc2ccc(C(=O)Nc3ccc(Br)cc3C)o2)n1	-0.6%	/
CC(C)N(c1ccccc1)c1ccc(NC(=O)COC(=O)CCN2C(=O)c3cccc([N+](=O)[O-])c3C2=O)cc1	0.7%	6
O=[N+]([O-])c1cc(C(F)(F)F)cc([N+](=O)[O-])c1NCCNC(=S)Nc1cccc(F)c1	1.9%	26
Cc1ccccc1NC(=S)NC(NC(=O)CF)C(Cl)(Cl)Cl (stereo unspecified)	-4.5%	-8
CC(C)(C)NC(=O)NC(=O)COC(=O)c1ccc2c(c1)S(=O)(=O)N=C1CCCCCN12	-5.9%	0
c1coc(CNc2ncnc3sc4c(c23)CCCCC4)c1	3.8%	1
Cc1ccc(CCNc2ccccc2)c[n+]1[O-]	-2.8%	/
Cc1nc2cc(O)ccc2n1C	-2.7%	/
CC1(C)CC(=O)C2=C(C1)OC(N)=C([N+](=O)[O-])C2c1cccs1 (stereo unspecified)	-5.5%	1
COc1ccc(C2N(c3cc(Cl)ccc3OC)C(=O)C3CCCN32)cc1 (stereo unspecified)	-0.6%	-8
O=C1C2C(c3ccccc3)CC=CC2[C@H](c2ccoc2)N1Cc1ccccc1 (stereo partly specified)	-2.0%	/

Reprinted at random: 2 compounds from above
SMILES	M. tuberculosis GlmU	RmlCD inh 1536
COc1cccc(-n2nc(C(=O)Nc3ccc4c(c3)OCO4)c3ccccc3c2=O)c1	0.3%	7
Cc1ccc(C2=NOC3(CC(=O)N(c4ccc(C)cc4)C3=O)C2)cc1 (stereo unspecified)	-0.2%	-13

Individual results from the results shown:
In RmlCD inh 1536, C/C(=N\NC(=O)CNc1cccc(C(F)(F)F)c1)c1ccc(Br)cc1 shows -8
In M. tuberculosis GlmU, CC1CCCC(C(=O)O)N1C(=O)CCSSCCC(=O)N1C(C)CCCC1C(=O)O (stereo unspecified) shows 0.8%
In M. tuberculosis GlmU, CC(Cc1ccccc1)NC(=O)/C=C/c1ccc(Cl)cc1 (stereo unspecified) shows -4.8%
In M. tuberculosis GlmU, COc1ccccc1NC(=O)C1=C(C)Nc2nnnn2C1c1cccc(Br)c1 (stereo unspecified) shows 3.1%

The list is partial; rates above refer to the full screens.
